# Screens as filed in PubChem BioAssay.
# Yeast lifespan up – yeast lifespan extension | inhibition of the nicotinamide effect, % at 10 µM | hit rate 0.68% among 130,000 | S. cerevisiae growth with nicotinamide, OD615; deaD strain in restrictive glucose medium | AID 775;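 active = inhibition above a set limit, placed 3 SD over the median of all compounds, cut at about 26% in these data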;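 also: 0% = nicotinamide-treated wells and 100% = cells grown without nicotinamide; some compounds called inactive have numbers as strong as hits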
#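 Test system – modified budding yeast, DeaD strain · Compound – single dose 10 µM compound, 0.25% DMSO · Times – culture preincubation 4 h, compound exposure 48 h, both 30 °C · Detection – optical density (absorbance) at 615 nm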
# NPY-Y2 antag – NPY-Y2 (human) receptor antagonism; P49146; NPY-Y2 expressing cells, antagonist mode; inhibition, % at 2.7 µM; hit rate 0.99% among 140,000; AID 793; in the data active = inhibition above about 17%;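 also: 0% = vehicle with agonist challenge and 100% = reference antagonist with challenge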
# Target sequence (P49146 whole entry, looked up): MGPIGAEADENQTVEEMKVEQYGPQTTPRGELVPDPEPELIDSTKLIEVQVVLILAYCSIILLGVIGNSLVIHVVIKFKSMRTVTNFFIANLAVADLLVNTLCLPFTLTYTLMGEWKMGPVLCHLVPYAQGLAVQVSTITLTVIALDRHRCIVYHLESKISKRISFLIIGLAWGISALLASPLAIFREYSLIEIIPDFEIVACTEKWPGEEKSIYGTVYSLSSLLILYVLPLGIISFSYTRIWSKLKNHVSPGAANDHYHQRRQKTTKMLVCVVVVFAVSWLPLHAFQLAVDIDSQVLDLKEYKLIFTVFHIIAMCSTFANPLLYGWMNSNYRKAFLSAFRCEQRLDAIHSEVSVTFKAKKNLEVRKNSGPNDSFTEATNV
# HCT116 bCat-KO – beta-catenin-lacking colon tumor cell growth suppression | viability, % at 10 µM | HCT116 beta-catenin knockout viability, CellTiter-Glo, 60 h; active compounds read low | hit rate 1.5% among 140,000;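 active = viability at or under a set limit, the compound median less 4 SD, cut at about 6% in these data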;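 also: 0% = Hyamine 1622 control at 20 µM and 100% = untreated cell control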
# GALR2 antag – antagonists of human galanin receptor 2 (GALR2); O43603; GALR2-expressing cells, antagonist mode; inhibition, % at 4 µM; hit rate 0.39% among 140,000; AID 828; in the data active = inhibition above about 27%;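 also: cells stimulated with galanin 1-16 at roughly its EC80; 0% = agonist challenge control and 100% = basal control without agonist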
# Target sequence (O43603 whole entry, looked up): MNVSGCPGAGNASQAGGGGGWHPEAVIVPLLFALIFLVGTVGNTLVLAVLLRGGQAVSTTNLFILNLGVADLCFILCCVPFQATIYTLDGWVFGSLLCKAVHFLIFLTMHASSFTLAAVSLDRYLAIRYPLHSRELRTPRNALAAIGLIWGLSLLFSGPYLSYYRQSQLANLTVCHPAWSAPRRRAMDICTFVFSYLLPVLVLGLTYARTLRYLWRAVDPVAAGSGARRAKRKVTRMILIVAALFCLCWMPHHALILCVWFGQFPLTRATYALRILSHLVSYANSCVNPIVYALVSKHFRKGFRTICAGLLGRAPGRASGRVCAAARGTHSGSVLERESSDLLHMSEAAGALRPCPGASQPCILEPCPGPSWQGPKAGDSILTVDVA
# BB579 growth dn – chemicals that inhibit yeast BB579 growth in restrictive medium (lifespan-shortening candidates) | S. cerevisiae BB579 growth, OD615, 48 h | inhibition, % at 10 µM | hit rate 0.51% among 140,000 | AID 804;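 active = inhibition above a set limit, 3 SD over the mean compound inhibition, cut at about 44% in these data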; also: inactives centre near -24
#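 Material: Saccharomyces cerevisiae DeaD strain BB579, replicative lifespan model yeast; buffer or medium: CSMM-D restrictive synthetic medium containing dextrose (glucose); compound: 10 µM single dose, DMSO 0.25%; timing: 48 h compound exposure at 30 °C after 4 h preincubation; signal: turbidity as optical density at 615 nm; benchmarks: positive control amphotericin B 10 µg/mL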
# Phagocytosis inh – blocks phagocytosis by macrophages; J774A.1 macrophage IgG-bead phagocytosis, imaging; inhibition, % at 5 µM; hit rate 0.07% among 110,000; AID 1029;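 active = inhibition above the mean of the plate negative controls plus 5 SD, cut at about 13% in these data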;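 also: phagocytic index as fraction of beads internalized from green versus red external bead signal; plate controls were DMSO negative control for no effect and cytochalasin-D positive control for full effect; some results beyond the cut were filed as inactive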
# HCT116 PTEN-null – growth suppressors of cells with PTEN tumor suppressor deletion. HCT116 PTEN-null viability, CellTiter-Glo, 60 h; active compounds read low. viability, % at 10 µM. hit rate 1.2% among 140,000. AID 827;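 active = viability at or below a set limit, 4 SD under the median of all tested compounds, cut at about 3.7% in these data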;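 also: PTEN knockout HCT116 line with beta catenin targeted HCT116 as companion control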
# Measles CPE – protection of cells from measles virus; Measles virus-infected cells, CPE protection, absorbance; protection (pct of control), % at 4 µM; hit rate 1.5% among 140,000; AID 841; in the data active = protection mostly above about 24%, no sharp cut-off; inactive = mostly below about 26%; also: some compounds called inactive have numbers as strong as hits
# E-sel TNF inh – blocks E-selectin expression induced by TNF alpha; HUVEC TNFa-induced E-selectin immunofluorescence, high content; inhibition, % at 2 µM; hit rate 0.71% among 120,000; AID 1246;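 active = inhibition above the batch mean plus 3 SD, and confirmed as a hit on visual image review, cut at about 43% in these data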;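 also: 0% = TNF-stimulated DMSO wells and 100% = unstimulated control wells; not every result past the cut was called active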
# MRP-1 activ – activates MRP-1 | viability increase, % at 10 µM | H69AR cells + doxorubicin, viability rescue, CellTiter-Glo | AID 799 | hit rate 0.61% among 140,000;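 active = viability gain under doxorubicin at or above a set limit, the compound median plus 3 SD, cut at about 4.7% in these data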;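 also: MRP-1 overexpressing cells given doxorubicin 25 µM after compound pretreatment; 18-22 h compound pretreatment then 72 h with doxorubicin before readout; 0% = doxorubicin-only wells and 100% = vehicle-treated cells without doxorubicin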
# * marks the source's active call; other numbers are inactive results; . = not tested or not shown.
SMILES,Yeast lifespan up,NPY-Y2 antag,HCT116 bCat-KO,GALR2 antag,BB579 growth dn,Phagocytosis inh,HCT116 PTEN-null,Measles CPE,E-sel TNF inh,MRP-1 activ
COc1cccc(C2C(C(=O)Nc3nc4ccccc4s3)=C(C)NC3=C2C(=O)CC(C)(C)C3)c1OC (stereo not given),-4,6,67,1,-29,2,65,8,-10,7.9*
CCOC(=O)C1CCN(C(=O)c2cccc(NC(=O)C(CC)CC)c2)CC1,-11,-1,73,6,4,1,85,1,3,-3.9
CC1CCN(Cc2nc3c(c(=O)n(C)c(=O)n3C)n2CCCc2ccccc2)CC1,1,5,80,-11,-16,0,75,15,-13,-0.3
Cc1ccc(Cl)cc1NC(=O)c1ccc(NC(=O)CCC(=O)O)cc1,4,3,101,13,-32,-3,99,9,-15,-1.5
CCOC(=O)CC1=NN(c2ccccc2)C(=O)/C1=C\c1ccc(N(C)C)cc1,9,0,85,6,-10,-8,88,17,.,-3.7
COc1ccc(C(C[N+](=O)[O-])c2c(C)[nH]c3ccccc23)cc1OC (stereo not given),15,2,79,6,6,-5,85,5,-1,-3.1
CC(=O)Nc1ccc(Oc2cc(C#N)c(C#N)cc2N2CCCCCC2)cc1,6,0,101,-10,-26,.,85,6,12,4.5
CCCCCc1c(C)c(C#N)c2nc3ccccc3n2c1-n1ccnc1C,-12,3,77,-10,-59,1,70,-2,.,-1.9
Nc1nc(SCc2c(F)cccc2Cl)[nH]c(=O)c1-c1ccccc1,-9,5,111,-4,8,1,113,4,-14,0.3
COc1ccc(Cl)cc1C(=O)Nc1ccc(N(C)C(C)=O)cc1,-11,2,94,-1,-20,0,86,10,11,-2.5
CN(C)C(=S)Nc1ccc2ccccc2c1,-5,3,95,13,-3,6,96,12,.,-1.5
O=S(=O)(NC1CCCC1)c1ccc(S(=O)(=O)N2CCc3ccccc32)cc1,-6,-2,61,8,-21,.,70,5,-11,-3.5
Cc1ccc(S(=O)(=O)N(C)C)cc1-n1c(SCC(=O)Nc2ccc(F)c(F)c2F)nc2ccccc2c1=O,0,9,70,-24,-28,-4,60,8,.,-3.6
Cc1nnc(SCCn2c(N3CCN(Cc4ccccc4)CC3)nc3c2c(=O)[nH]c(=O)n3C)s1,-3,3,92,3,-24,-1,108,6,.,-0.5
CCNS(=O)(=O)c1c(C)cc(N2CCCC2=O)cc1C,-11,-2,65,-19,-28,0,76,16,-11,-1.5
CCCCN(C)CCCNC(=O)c1cccc(N2CCCC2=O)c1,-7,0,88,-5,-26,-1,101,10,-15,0.0
CCCCn1c(NCc2ccc3c(c2)OCO3)nc2ccccc21,.,15,61,0,-24,.,62,13,-5,-5.5
Cc1cc(C)n2ncc(C(=O)NCc3ccccc3)c2n1,-9,9,102,-1,-46,0,103,2,-2,-1.5
Cc1cc(C(=O)N/N=C\c2ccc(COc3ccc([N+](=O)[O-])cc3)o2)ccc1[N+](=O)[O-],-1,0,98,0,-29,-1,105,4,14,-3.4
c1ccc(CCN2CCN(c3ncnc4c3cnn4-c3ccccc3)CC2)cc1,-7,-1,86,2,-42,-1,80,11,-2,-2.7
O=C(COC(=O)COc1ccc(Br)cc1)Nc1cccnc1Cl,-4,4,87,-16,-13,7,99,3,.,-1.2
Cc1cc(Br)ccc1SCC(=O)OCC(=O)Nc1ccccc1C#N,-4,11,91,-4,-37,-5,94,12,-17,-0.2
CC(NC(=O)c1cccnc1)C(c1ccccc1)N1CCN(C)CC1 (stereo not given),-1,2,104,-5,-43,-1,103,10,-1,1.1
Cc1cc(C)cc(-n2c(N)c(C(=O)Nc3c(C)n(C)n(-c4ccccc4)c3=O)c3nc4ccccc4nc32)c1,1,-2,28,0,-9,-6,17,12,.,-5.2
CC1(C)Cc2c(sc3c4nnnn4c4nnnn4c23)CO1,24,1,8,3,-66,0,14,16,-4,-1.5

# The list goes on:
SMILES,Yeast lifespan up,NPY-Y2 antag,HCT116 bCat-KO,GALR2 antag,BB579 growth dn,Phagocytosis inh,HCT116 PTEN-null,Measles CPE,E-sel TNF inh,MRP-1 activ
COc1cc(-c2nc(S(=O)(=O)c3ccc(C)cc3)c(N3CCOCC3)o2)cc(OC)c1OC,3,1,92,-4,-7,0,89,4,-5,-1.7
CCC(C)n1c(=S)[nH]c2c(sc3ccc([N+](=O)[O-])cc32)c1=O (stereo not given),10,2,65,4,40,0,64,8,.,-2.6
O=C(Nc1cc(C(F)(F)F)ccc1N1CCCCC1)c1ccco1,-7,3,89,4,-4,-1,83,13,15,-0.7
Cc1ccccc1NC(=S)N1CCOCC1,1,4,98,1,-15,0,94,5,-2,2.0
CC1(C)NC(=O)N(CC(O)COc2ccccc2-c2ccccc2)C1=O (stereo not given),-12,2,103,6,-38,0,94,15,-5,-2.8
COc1cc(C2C=C(C34CC5CC(CC(C5)C3)C4)NC(=S)N2)cc(OC)c1OC (stereo not given),-4,9,72,1,-17,0,72,12,-26,-3.6
CCOC(=O)CNC(=O)CSc1nnc(COc2ccc(Cl)cc2)n1CC,-8,4,67,14,-34,0,62,10,.,0.1
O=C(COC(=O)C1CCCN1C(=O)C12CC3CC(CC(C3)C1)C2)c1ccc(Br)cc1 (stereo not given),0,1,91,-9,-47,.,92,4,.,-1.0
COn1c(-c2ccccc2)nc2ccc(Cl)cc21,-25,3,59,7,39,1,89,4,3,-1.5
N#C/C(=C/c1ccc(-c2ccc(Br)cc2)o1)C(=O)NC1CCCCC1,4,2,61,-5,-41,-5,63,12,3,-2.8
COc1cc(C(Nc2ccc(S(=O)(=O)N3CCC(C)CC3)cc2)C(=O)NCC2CCCO2)cc(OC)c1OC (stereo not given),-1,8,86,6,-25,0,88,8,-14,-1.8
O=C(CSc1nc2ccccc2o1)Nc1ccc(N2CCOCC2)c(Cl)c1,-27,4,94,7,-8,-1,81,4,-13,2.9
COC(=O)CC1(c2cccc3ccccc23)C(=O)c2ccccc2C1=O,-3,6,96,7,-69,-1,107,30,5,-1.0
O=C(CSc1nnc(Cc2cccs2)n1-c1ccccc1)NCc1ccc2c(c1)OCO2,0,3,90,-5,-28,0,96,22,-28,-1.9
COc1cc2c(cc1O)[C@H](Cc1ccc(Oc3cc(C[C@@H]4NCCc5cc(OC)c(O)cc54)ccc3O)cc1)NCC2,7,2,55,2,-35,.,49,3,.,-4.1
N#Cc1ccc(OCc2nnc(SCC(=O)N3CCCc4ccccc43)n2-c2ccccc2)cc1,-9,3,60,-8,-3,0,67,2,.,-0.8
CCOC(=O)c1cc2c(=O)n3ccccc3nc2n(CCOC)c1=NC(=O)c1ccncc1,-5,-1,88,-11,-33,1,91,13,-8,-4.2
COc1ccc(C2(C(=O)Nc3cc(C)on3)CCOCC2)cc1,-6,2,91,4,-20,.,98,22,11,-1.4
O=C(Nc1ccc(S(=O)(=O)NCc2ccco2)cc1)c1ccc2ccccc2n1,-4,7,50,-8,-6,-1,62,12,.,-1.5
O=C(Nc1nc2ccccc2[nH]1)C12CC3CC(CC(C3)C1)C2,-8,1,74,-7,-15,-1,76,12,23,-4.2
O=C(CN(CCc1ccccc1)C(=O)CNS(=O)(=O)c1ccccc1)NCC1CCCO1 (stereo not given),-13,1,99,-2,-38,2,94,7,-7,-1.4
Cc1ccc(S(=O)(=O)N2CCN(CC(=O)N/N=C/c3ccc(C)o3)CC2)cc1,3,0,84,5,-5,-20,90,11,.,0.4
Cc1ccc(C(=O)NNC(=O)Cc2cccs2)cc1,-5,-1,95,-7,-7,-6,101,13,.,1.2
COc1ccc(Cl)cc1NC(=O)COC(=O)/C=C/c1c(C)nn(C2CCS(=O)(=O)C2)c1Cl (stereo not given),-3,1,35,5,-34,3,40,13,1,-2.3
Cc1ccc(N2CC(C(=O)N/N=C/c3cccc([N+](=O)[O-])c3)CC2=O)cc1 (stereo not given),9,2,90,13,-25,-1,98,17,-16,-0.6

# (next part)
SMILES,Yeast lifespan up,NPY-Y2 antag,HCT116 bCat-KO,GALR2 antag,BB579 growth dn,Phagocytosis inh,HCT116 PTEN-null,Measles CPE,E-sel TNF inh,MRP-1 activ
CCN(CC)Cc1c(-c2ccccc2)[nH]c2ccc(C)cc2c1=O,-2,0,86,20,-24,0,89,6,-1,-1.0
Cc1ccc(C(C)NC(=O)Cn2nc(C)c([N+](=O)[O-])c2C)cc1 (stereo not given),2,-1,89,-3,-11,-10,108,6,-5,-1.0
Nc1cc(=O)[nH]c(=O)n1Cc1ccco1,-28,2,84,5,-19,1,92,3,-3,-3.5
Cc1cc(C)nc(NC(=NCCc2c[nH]c3ccccc23)NC(=O)Nc2ccc(Cl)c(Cl)c2)n1,-1,2,48,-5,-22,-3,40,2,-22,-1.1
N#Cc1c(C(F)(F)F)cc(-c2ccccc2)nc1SCC(=O)Nc1sc2c(c1C#N)CCC2,4,4,73,11,-82,.,54,6,.,-1.6
CN1C(=O)CC(N2CCN(C(c3ccccc3)c3ccccc3)CC2)C1=O (stereo not given),-5,0,96,-15,-36,0,91,4,-20,-1.2
CCOC(=O)N1CCN(Cc2nc3c(c(=O)n(C)c(=O)n3C)n2Cc2ccccc2C)CC1,-4,2,97,-4,-1,-2,106,7,.,-1.7
O=C(CNC(=O)c1cccs1)NC1=NCCS1,-5,0,105,-9,-19,0,112,0,-2,-1.0
Cc1cc(N2C(=O)C3C4C=CC(C4)C3C2=O)ccc1Br (stereo not given),8,0,81,-1,-49,0,79,10,7,-2.1
CC1CN(C2CCCCC2)c2nc3c(c(=O)n(C)c(=O)n3C)n2C1 (stereo not given),-4,5,100,-14,-51,0,98,13,9,-1.6
NS(=O)(=O)c1ccc(NCc2c(F)cccc2Cl)cc1,-7,1,83,6,-10,-1,81,14,17,-1.6
COc1ccc(CNc2oc(C)nc2C#N)cc1,.,2,101,-3,6,.,93,3,20,0.2
CCn1c(SCC(=O)NCc2ccc3c(c2)OCO3)nnc1-c1c[nH]c2ccccc12,.,-2,83,1,-1,.,86,18,7,1.7
CC(CC(=O)Nc1nc2ccccc2[nH]1)c1ccccc1 (stereo not given),-21,10,71,-13,-36,0,70,21,11,0.6
CCCc1ccc(-c2ccc(/C=C/C(=O)O)cc2)nc1,-6,2,87,-9,8,.,109,5,8,2.9
CC(C)(C)NC(=O)NC(=O)COC(=O)c1cccc(F)c1,3,-1,96,0,-33,-2,93,12,-18,-0.8
CC1CCCCN1S(=O)(=O)c1ccc(S(=O)(=O)N(Cc2ccccc2)Cc2ccco2)cc1 (stereo not given),.,-5,78,-1,-31,.,83,4,9,-3.4
CCOC(=O)c1sc(NC(=O)c2cc3n(n2)C(C(F)(F)F)CC(c2ccccc2)N3)c(C(=O)OCC)c1C (stereo not given),-3,3,55,-16,-95,0,47,7,.,-0.9

# This is a random part of the collection. Share with any hit: about 6.3%.
